LGR2 antag – blocks bursicon-induced cAMP signaling via Drosophila LGR2; HEK293 LGR2, CRE-luciferase, bursicon-stimulated, 4 h; inhibition, % at 9.99 µM; 380,000 tested, 0.35% active; AID 720647;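 active means drop in luminescence signal, shown as inhibition above about 50% in the replicate tests, limit read from the data, passing the limit was not always enough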;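 further: agonist challenge used bursicon conditioned medium at about half maximal strength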
EWS-Fli inh – inhibitors of EWS/Fli oncoprotein transcriptional activity | 350,000 tested, 0.67% active | inhibition, % at 12.6 µM | A673 NR0B1-luciferase reporter, viability-normalised;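 active means mean inhibition of at least 50% after viability correction, with every replicate also passing that limit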;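 further: firefly luciferase signal divided by Alamar Blue viability fluorescence both relative to DMSO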
CASP6 VEID inh – inhibitors of human caspase-6; P55212; purified caspase-6, Z-VEID-R110 cleavage fluorescence; inhibition, % at 12.5 µM; 350,000 tested, 0.53% active; AID 686996;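 active means mean inhibition across replicates at least about 35%, with every replicate also reaching that limit, limit read from the data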;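 further: 0% = median of neutral control wells and 100% = no fluorescence left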
Target sequence (P55212 24-179 limits assumed): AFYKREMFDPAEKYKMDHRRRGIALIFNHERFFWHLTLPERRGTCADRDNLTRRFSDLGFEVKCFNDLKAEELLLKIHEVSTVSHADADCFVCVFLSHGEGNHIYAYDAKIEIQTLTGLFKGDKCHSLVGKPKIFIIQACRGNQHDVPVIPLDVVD
Target sequence (P55212 194-293 limits assumed): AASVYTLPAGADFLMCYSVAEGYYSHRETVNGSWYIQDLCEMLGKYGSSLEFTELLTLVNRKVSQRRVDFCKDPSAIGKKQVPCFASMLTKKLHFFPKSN
Cneo AK release – Cryptococcus neoformans lysis via adenylate kinase release; C. neoformans lysis, adenylate kinase release luminescence, 4 h; normalised: neutral wells 0, clomiphene wells 100; lysis activity, % at 15 µM; 360,000 tested, 0.2% active; AID 651654;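 active means mean lysis activity across replicates of at least 80%, whatever share of replicates individually reach that level; inactive means mean lysis activity below 80%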
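Material – Cryptococcus neoformans yeast cells · Quantity – 5 × 10^6 yeast cells/mL · Buffer or medium – YPD medium · Compound – single dose · Timing – 4 h static compound exposure, 37 °C, read 1 h post-reagent · Signal – adenylate kinase release luminescence · Read-out basis – lysis from increased AK signal · Benchmarks – Clomiphene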
PGC1a acetyl inh – lowers PGC1a acetylation signal in U2OS cells; 350,000 tested, 0.17% active; AlphaScreen anti-acetyl-lysine; with virally co-expressed GCN5 acetyltransferase; inhibition, % at 15.6 µM;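 active means every replicate shows inhibition of at least 40%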;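 further: 0% = neutral control wells and 100% = positive control wells; some results beyond the cut were filed as inactive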
miR-122 sensor – miR-122 inhibition in Huh7 cells; Huh7 miR-122 Renilla luciferase sensor, 48 h; neutral wells = 0, positive control = 100; activation (reporter increase), % at 12.5 µM; 340,000 tested, 0.3% active; AID 602342;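 active means mean replicate activation score at least 90 and every replicate individually at or above 90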;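 further: higher luciferase means less miR-122 activity so hits act as miR-122 inhibitors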
FN deposition inh – fibronectin deposition inhibition. AID 743247. inhibition, % at 12.6 µM. 350,000 tested, 0.086% active. AH1F fibroblasts, Alexa488-fibronectin deposition fluorescence, overnight;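 active means mean inhibition across replicates of 30% or more, regardless of how many single replicates reach that level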;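 further: positive control wells lacked labelled fibronectin entirely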
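Measured by – fluorescence 485/525 nm · System – AH1F fibroblast monolayer, labelled fibronectin deposition · Amount – 10000 cells per well · Buffer or medium – serum-reduced DMEM (2% serum) · Doses – single dose, pinned · Also added – fluorescent fibronectin at 24 nM final · Schedule – 1 h cell attachment, overnight exposure to compound and label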
PAX8 inh HTS – lowers PAX8-driven luciferase in RMG-I cells. RMG-I TPO-luciferase reporter, SteadyGlo, 24 h. inhibition, % at 12.6 µM. 360,000 tested, 1.2% active. AID 652154;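 active means mean replicate inhibition at least 60% with every replicate also reaching 60%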;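 further: luciferase light reporting Pax8 driven TPO promoter activity; plate controls were median of neutral control wells for no effect and mitoxantrone controls for full effect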
* hit, by the source's call; . = not tested or not shown; [ ] = another dose, or the depositor's remark.

SMILES	LGR2 antag	EWS-Fli inh	CASP6 VEID inh	Cneo AK release	PGC1a acetyl inh	miR-122 sensor	FN deposition inh	PAX8 inh HTS
Cc1cccc(N2CCN(C(=O)c3ccc(NC4=NC5CS(=O)(=O)CC5S4)cc3)CC2C)c1 (configuration not stated)	-10	.	0	3	-17	-3	2	10
C[C@@H]1CN([C@@H](C)CO)C(=O)c2cccc(NC(=O)C3CC3)c2O[C@@H]1CN(C)S(=O)(=O)c1ccc(F)cc1	-16	-2	3	17	-3	-8[16.7 µM]	-6	16
C=CC(=O)N1C/C(=C/c2ccc(F)cc2)C(=O)/C(=C\c2ccc(F)cc2)C1	101*	87*	78*	.	83*	-13	26	100*
Cn1c(=O)cc(-c2ccccc2)c2ccccc21	.	.	.	1	2	10	-1	.
O=C(NCc1ccccc1Cl)c1cccc(OC2CCN(C(=O)C3CC3)CC2)c1	1	10	2	1	.	-4	-2	3
COc1cc(C(=O)Nc2ccc(S(=O)(=O)N3CCc4ccccc43)cc2)cc(OC)c1OC	.	.	.	1	-14	-4	9	.
COc1ccc(CCN(C)C(=O)c2ccc3c(=O)n4c(nc3c2)CCCCC4)cc1OC	-5	5	-3	1	7	3	4	-7
CC(C)NC(=O)Nc1ccc2c(c1)CC(=O)N([C@H](C)CO)C[C@H](C)[C@@H](CN(C)S(=O)(=O)c1cccs1)O2	-4	3	1	3	-2	-2[16.7 µM]	5	4
O=C(c1cc(-c2ccncc2)nc2ccccc12)N1CCCC(C(F)(F)F)C1 (configuration not stated)	-5	5	1	-3	-1	8	-4	20
C[C@H](CO)N1C[C@H](C)[C@@H](CN(C)Cc2ccc(C(=O)Nc3ccccc3N)cc2)Oc2c(NS(=O)(=O)c3cn(C)cn3)cccc2C1=O	-5	-7	-3	.	-1	.	-19	-9
O=C(C[C@@H]1C[C@@H]2c3cc(NC(=O)NC4CCCC4)ccc3O[C@@H]2[C@H](CO)O1)NCc1ccc(-c2ccccc2)cc1	-14	6	-2	-56	-9	1[16.7 µM]	-18	8
CCOC(=O)[C@H]1[C@H]2COc3ccc(Br)cc3[C@@H]2N2C(=O)CN(Cc3ccc(OC)cc3)C(=O)[C@@]12C	21	4	-1	2	-8	-1	-6	13
O=C(c1ccccc1)N1[C@H](CO)[C@H](c2ccccc2)C12CN(Cc1nccs1)C2	12	-3	6	.	11	.	5	0
NC(=O)c1ccccc1N/C=C/C(=O)c1ccc(F)cc1	.	.	.	-8	3	-1	8	-121
CN1C(=O)C(C)(C)c2cc(S(=O)(=O)N3CCCC(C(=O)NCc4ccc(Cl)cc4)C3)ccc21 (configuration not stated)	1	16	-2	0	-19	-1	14	15

The closing 2 compounds of the section above open the next one:
SMILES	LGR2 antag	EWS-Fli inh	CASP6 VEID inh	Cneo AK release	PGC1a acetyl inh	miR-122 sensor	FN deposition inh	PAX8 inh HTS
NC(=O)c1ccccc1N/C=C/C(=O)c1ccc(F)cc1	.	.	.	-8	3	-1	8	-121
CN1C(=O)C(C)(C)c2cc(S(=O)(=O)N3CCCC(C(=O)NCc4ccc(Cl)cc4)C3)ccc21 (configuration not stated)	1	16	-2	0	-19	-1	14	15
COc1ccc([C@@H]2C[C@@H](c3ccccc3)Oc3cc(OC)cc(OC)c32)cc1	1	7	.	-3	1	2	-6	2
COc1cc(C(=O)OCC(=O)Nc2nnc(-c3ccccc3)o2)cc(OC)c1OC	12	-4	1	.	.	.	3	10
O=C(CN1CCCC1c1cccs1)N1CCN(S(=O)(=O)c2cccc(F)c2)CC1 (configuration not stated)	13	0	0	-1	3	-4	1	18
Cc1ccc(-n2cc(CNCCCN3CCCC3=O)c(-c3ccc(F)cc3)n2)cc1	-1	0	-3	.	.	.	1	2
CC1(C)NC(=O)N(CC(=O)OCC(=O)c2ccc(Br)s2)C1=O	2	-5	-3	.	7	-2	.	4
CCCN1C(=O)c2ccc(C(=O)NC3CCCCC3)cc2C1=O	.	.	.	.	-28	17	1	2
O=C(COC(=O)c1c2c(nc3ccccc13)CCN(Cc1ccccc1)C2)Nc1c(F)cccc1F	20	.	2	-1	.	175*	9	73*
CC(C)OCCCNC(=O)c1ccccc1Oc1ccccc1	1	4	-2	-1	-8	2	.	.
O=S(=O)(/C=C/c1ccccc1)N1CCN(c2nc(-c3cccnc3)nc3ccccc23)CC1	-1	20	2	.	-6	-7	.	18
CCCCOC(=O)c1cccc(NC(=O)CCC(=O)O)c1	.	.	.	0	-21	-1	1	-18
CCS(=O)(=O)N1CC(=O)N2[C@H](C1)[C@@H](c1ccc(C#Cc3cccc(F)c3)cc1)[C@@H]2CO	-1	-9	2	.	-11	.	.	3
C[C@H]1CN([C@@H](C)CO)S(=O)(=O)c2ccc(C#CC3CCCCC3)cc2O[C@@H]1CN(C)Cc1cccnc1	.	35	-2	-15	64*	25[16.7 µM]	.	.
Cc1ccc(S(=O)(=O)Nc2cccc3c2O[C@H](CN(C)Cc2ccc(Cl)c(Cl)c2)[C@@H](C)CN([C@H](C)CO)C3=O)cc1	-13	8	-4	-1	-40	72[16.7 µM]	.	8
CCc1ccc(Nc2nnc(SCC(=O)c3c(N)n(C4CC4)c(=O)[nH]c3=O)s2)cc1	20	-34	-4	2	.	.	5	-3
O=c1[nH]ncc(N/N=C\c2ccc(O)cc2O)c1Cl	5	12	2	-2	-2	-6	2	0
Cc1ccc(-n2nc3c(N4CCC(C(=O)N5CCN(C)CC5)CC4)nnc(C)c3c2C)cc1	-1	.	-94	-2	4	2	-6	12
Cn1cc(C(=O)C(=O)NCCc2ccccc2)c2ccccc21	-1	-29	-1	1	.	8	-5	-23
COc1ccc(CCNC(=O)Cn2c(=O)[nH]c3ccsc3c2=O)cc1OC	-21	-4	9	.	7	-7	5	-4
O=C(c1oc(=O)c2ccccc2c1-c1ccccc1)N1CCC(O)CC1	-3	-6	2	-2	.	.	-9	5
COc1ccccc1S(=O)(=O)Cc1ccc(C(=O)NCc2cccs2)o1	.	.	.	0	-6	-7	6	.
O=C(OCC(=O)N1CCCC1)c1cc(F)c(F)cc1Cl	-5	-6	-2	-2	.	1	-1	-2
COc1cc(C)c(C(C)C)cc1S(=O)(=O)N1CCN(C)CC1	.	.	.	0	-7	149*	0	0
O=C(Nc1cc(F)c(Br)cc1F)c1ccc(Cl)cc1	-72	-160	2	.	.	.	-2	-131
Cc1ccc(S(=O)(=O)N(CC(=O)NCc2ccco2)C2CCCCC2)cc1	7	-7	1	1	1	6	.	.
O=C(OCC(=O)N1CCN(C(=O)c2ccco2)CC1)c1c(Cl)cccc1Cl	-6	-2	0	0	.	-11	0	-6
Cc1ccc(NS(=O)(=O)c2coc(C(N)=O)c2)cc1F	20	-2	2	-3	8	0	3	0
CN(C)S(=O)(=O)c1ccc(C(=O)NCCC(=O)N2CCCC2)cc1	-8	-5	-4	0	-1	0	3	6
CC12CCC(=O)N1C(C(=O)O)Cc1c2[nH]c2ccccc12 (configuration not stated)	.	.	.	0	23	5	19	.
O=C(NC1CCCN(Cc2ccc(Cl)cc2)C1)c1cnc2ccccn2c1=O (configuration not stated)	6	7	-2	-1	4	-4	1	23
Cc1ccc2c(=O)c(C(=O)NCc3cccs3)c[nH]c2c1	-19	-77	1	1	9	0	.	.
COc1cc(/C=C2\SC(=S)N(CC(=O)O)C2=O)ccc1OS(=O)(=O)c1ccc(C)cc1	17	3	41*	-1	.	2	0	3
Cc1cc(Br)c(NC(=O)CN2CCCC2)c(Br)c1	-4	-51	-2	-2	2	-1	1	-48
COc1ccc(/C=C/c2ccc3c(Br)ccc(O)c3n2)cc1	-93	-6	-2	-3	-8	1	6	-113
O=C(O)CCCN1C(=O)/C(=C\c2ccc(-c3nc4ccccc4s3)o2)SC1=S	-38	-5	43*	0	-12	8	-2	6
Cn1c2c(c(=O)n(C)c1=O)C(C(F)(F)F)(C(F)(F)F)N=C(C1CCCCC1)N2	9	.	.	0	.	.	-3	11
O=C(Cn1c(-c2ccco2)nc2ccccc21)N1CCCCC1	.	.	.	-1	2	0	2	1
Cc1ccc2nc(CN(C)C(=O)[C@H]3O[C@@H](n4cnc(C(N)=O)n4)[C@H](O)[C@@H]3O)[nH]c2c1	-7	-4	-2	.	.	.	-2	-9
COc1ccc(S(=O)(=O)NCCCN2CCCC2=O)c(OC)c1	10	4	0	0	-1	5	-4	6
COc1cccc2sc(N(CCCN(C)C)C(=O)c3ccc(S(=O)(=O)N4CCc5ccccc5C4)cc3)nc12	6	.	-14	1	.	.	.	19
C=CCNC(=S)N1CCc2[nH]c3ccccc3c2C1	7	6	0	-1	7	20	-2	11

In the list so far, these contain a Cl atom.
SMILES	LGR2 antag	EWS-Fli inh	CASP6 VEID inh	Cneo AK release	PGC1a acetyl inh	miR-122 sensor	FN deposition inh	PAX8 inh HTS
O=C(NCc1ccccc1Cl)c1cccc(OC2CCN(C(=O)C3CC3)CC2)c1	1	10	2	1	.	-4	-2	3
CN1C(=O)C(C)(C)c2cc(S(=O)(=O)N3CCCC(C(=O)NCc4ccc(Cl)cc4)C3)ccc21 (configuration not stated)	1	16	-2	0	-19	-1	14	15
Cc1ccc(S(=O)(=O)Nc2cccc3c2O[C@H](CN(C)Cc2ccc(Cl)c(Cl)c2)[C@@H](C)CN([C@H](C)CO)C3=O)cc1	-13	8	-4	-1	-40	72[16.7 µM]	.	8
O=c1[nH]ncc(N/N=C\c2ccc(O)cc2O)c1Cl	5	12	2	-2	-2	-6	2	0
O=C(OCC(=O)N1CCCC1)c1cc(F)c(F)cc1Cl	-5	-6	-2	-2	.	1	-1	-2
O=C(Nc1cc(F)c(Br)cc1F)c1ccc(Cl)cc1	-72	-160	2	.	.	.	-2	-131
O=C(OCC(=O)N1CCN(C(=O)c2ccco2)CC1)c1c(Cl)cccc1Cl	-6	-2	0	0	.	-11	0	-6
O=C(NC1CCCN(Cc2ccc(Cl)cc2)C1)c1cnc2ccccn2c1=O (configuration not stated)	6	7	-2	-1	4	-4	1	23

Hits appear at their usual frequency (roughly 2.5% active in at least one column).
